KLK7 zymogen act = activators of human kallikrein-7 zymogen; P49862; purified proKLK7, EDANS-DABCYL substrate fluorescence; 100% is mature enzyme control, 0% vehicle; activation, % at 7 µM; 0.9% of 370,000 active; AID 652039;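 active = activation above the mean of all tested compounds plus 3 SD, computed per campaign excluding outliers beyond control limits, cut at about 13% in these data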
ARFGAP1 inhibitor = inhibits rat ARF GTPase activating protein 1. Q62848. Arfgap1-stimulated ARF1 GTP hydrolysis, GDP FP detection. inhibition, % at 16.5 µM. 0.26% of 360,000 active;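 active = inhibition above a per-plate limit, mean inhibition of low control wells plus 3 SD, cut at about 25% in these data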;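 note: 0% = DMSO wells with enzyme and 100% = wells lacking Arfgap1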
Target sequence (Q62848 1-136 limits assumed): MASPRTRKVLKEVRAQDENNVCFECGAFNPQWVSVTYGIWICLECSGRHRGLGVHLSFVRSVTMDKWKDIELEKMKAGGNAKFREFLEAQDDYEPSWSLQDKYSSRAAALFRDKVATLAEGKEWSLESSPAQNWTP
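Assay system: Rat Arfgap1 GAP domain (His6, aa 1-136), purified enzyme | Buffer or medium: HEPES 25 mM pH 7.5, NaCl 150 mM, MgCl2, DTT | Schedule: GTP hydrolysis reaction 2 h at 25 °C | Signal: FP of antibody-bound GDP Alexa 633 tracer, ex 620/em 688 nm | Measure: Percent inhibition of Arfgap1-stimulated GTP hydrolysis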
PLCb3 inh = inhibitors of human phospholipase C beta3. 0.18% of 370,000 active. Purified PLC-beta3, fluorogenic substrate, fluorescence. inhibition, % at 12.2 µM. Q01970; in the data active = inhibition above about 11%;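 note: 0% = median of compound wells on plate and 100% = full blocker control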
NR1D1 modulator = modulators of human Rev-erb alpha DNA binding; P20393; Rev-erbα–FITC-DNA binding, fluorescence polarization, 90 min; activity, % at 10 µM; 0.79% of 370,000 active; AID 1259318;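 active = activity above about 14%, limit read from the data; passing the limit was not always enough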;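 note: 0% = DMSO wells with 35 nM protein and 100% = DMSO wells with 750 nM protein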
PLCg1 inh = PLC-gamma1 (human) inhibition, primary screen | P19174 | 0.84% of 370,000 active | inhibition, % at 12.2 µM | purified PLC-gamma1, fluorogenic substrate, fluorescence; in the data active = inhibition above about 9.5%
UHRF1 MBD2 ctr = UHRF1 methyl-DNA binding inhibition. UHRF1 binding to methylated oligo, TR-FRET. inhibition, % at 4.4 µM. 0.75% of 370,000 active; in the data active = inhibition above about 21%;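 note: UHRF1 SRA domain binding a hemimethylated CpG hairpin DNA probe; 0% = median of test compound wells and 100% = reference inhibitor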
HGIII-sPLA2 inh = Blocks human group III sPLA2 activity. Q9NZ20. QFRET BODIPY PC-A2 liposome hydrolysis, fluorescence. inhibition, % at 12.2 µM. 0.56% of 370,000 active. AID 743126;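 active = inhibition above mean plus 3 SD of compounds lying within the high and low control bounds, cut at about 19% in these data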;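 note: 0% = median of test compound wells and 100% = no enzyme DMSO wells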
ASAP1 GAP inh = inhibitors of human ASAP1 ArfGAP activity | Q9ULH1 | ASAP1-stimulated ARF1 GTP hydrolysis, GDP FP detection | inhibition, % at 16.5 µM | 0.19% of 360,000 active; in the data active = inhibition above about 25%;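 note: 0% = vehicle with enzyme and substrate and 100% = no enzyme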
Target sequence (Q9ULH1 325-724 limits assumed): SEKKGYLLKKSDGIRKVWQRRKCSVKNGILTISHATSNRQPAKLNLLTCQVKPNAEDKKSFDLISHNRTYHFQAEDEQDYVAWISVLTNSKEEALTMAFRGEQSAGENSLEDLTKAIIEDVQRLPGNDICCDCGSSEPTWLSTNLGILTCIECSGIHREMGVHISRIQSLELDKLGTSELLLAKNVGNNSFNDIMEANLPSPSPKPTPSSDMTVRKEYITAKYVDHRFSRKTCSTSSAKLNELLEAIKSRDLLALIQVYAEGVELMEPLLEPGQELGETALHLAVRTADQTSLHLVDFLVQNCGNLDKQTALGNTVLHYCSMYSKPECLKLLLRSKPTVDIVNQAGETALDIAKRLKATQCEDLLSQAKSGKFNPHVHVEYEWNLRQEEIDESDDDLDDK
DDE Tn7 FP inh = inhibitors of Tn7 peptide binding to human fibrin DD(E); P02675; FP displacement of FITC-Tn7 peptide from fibrin DD(E); 0% = median of compound wells per plate; inhibition, % at 8.3 µM; 0.13% of 370,000 active;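 active = inhibition above the mean of compounds falling within the control limits plus 3 SD of them, cut at about 14% in these data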;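 note: 0% = plate median of compound wells and 100% = 10 µM Aha-Tn7 peptide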
Target sequence (P02675 whole entry, looked up): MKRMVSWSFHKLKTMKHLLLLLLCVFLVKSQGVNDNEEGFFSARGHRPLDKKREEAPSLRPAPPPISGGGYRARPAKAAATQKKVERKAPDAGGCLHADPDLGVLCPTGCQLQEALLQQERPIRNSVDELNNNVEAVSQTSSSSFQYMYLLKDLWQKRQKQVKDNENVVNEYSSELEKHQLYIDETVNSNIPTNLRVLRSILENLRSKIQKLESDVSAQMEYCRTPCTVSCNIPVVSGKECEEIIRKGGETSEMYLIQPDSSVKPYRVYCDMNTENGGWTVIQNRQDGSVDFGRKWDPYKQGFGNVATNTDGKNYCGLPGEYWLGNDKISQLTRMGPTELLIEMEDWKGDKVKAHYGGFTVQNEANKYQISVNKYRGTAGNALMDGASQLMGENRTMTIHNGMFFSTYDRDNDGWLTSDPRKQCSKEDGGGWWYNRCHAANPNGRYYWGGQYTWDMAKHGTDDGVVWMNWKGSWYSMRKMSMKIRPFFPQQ
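Also added: labelled Tn7 tracer, 0.1 µM; Assay system: human fibrin DD(E) protein; Amount: 2 µM fibrin DD(E); Schedule: 10 min compound pre-incubation, 3 h probe incubation at room temperature; Repeats: one replicate per compound; Read-out basis: percent inhibition; Measured by: fluorescence polarization of the labelled Tn7 tracer.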
DDE Tn6 FP inh = inhibitors of Tn6 peptide binding to human fibrin DD(E) | P02675 | inhibition, % at 8.3 µM | 0.21% of 370,000 active | Fibrin DD(E) TRITC-Tn6 fluorescence polarization displacement;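 active = inhibition above a per-campaign cutoff: mean of compounds within control limits plus 3 SD, cut at about 15% in these data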;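 note: 0% = median of all compound wells on the plate and 100% = blocking peptide control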
* = called active by the depositor; / = no result given.

(1) COC(=O)c1ccc(COC(=O)c2ccc(CO)cc2)o1
(2) COc1ccc(-c2cc(=O)oc3cc4occ(C)c4cc23)cc1
(3) O=C(NC(=O)c1ccccc1)OCCN1C(=O)c2ccccc2C1=O
(4) O=C(Nc1c(C(=O)N2CCOCC2)cnn1-c1ccccc1)c1ccccc1
(5) CN(Cc1ccccc1)c1ncnc2[nH]ncc12
(6) C/C(=N\NC(=O)c1ccncc1)c1cccc(NC(=O)c2ccc(C(C)(C)C)cc2)c1
(7) CCC1=C(OC(=O)N(CC)CC)N2C(=O)OC(=NCC3CC3)[C@]2(Cc2ccccc2)[C@H]2C1=CC[C@H]1C(=O)N(CC(=O)OC)C(=O)[C@H]12
(8) CCCCn1c(N)c(N(C(=O)CSc2nnnn2-c2ccccc2C)C2CCCC2)c(=O)[nH]c1=O

entry no.	1	2	3	4	5	6	7	8
KLK7 zymogen act	0.0	1.7	0.0	-0.3	-0.1	0.3	0.2	0.2
ARFGAP1 inhibitor	1	-4	-2	-4	11	-8	5	4
PLCb3 inh	-1	-10	3	4	-1	-6	3	3
NR1D1 modulator	-1	-16	-4	-4	4	-6	-3	-6
PLCg1 inh	1	-11	-1	1	0	-3	-3	-2
UHRF1 MBD2 ctr	1	-3	-1	-2	1	-2	0	-1
HGIII-sPLA2 inh	0	-2	1	3	-1	-3	-19	-9
ASAP1 GAP inh	4	8	-3	-20	-15	6	-4	6
DDE Tn7 FP inh	3	-6	2	7	4	0	-1	-3
DDE Tn6 FP inh	-1	-9	-4	5	1	2	-3	-2

(9) Cn1c(N)c(C(=O)COC(=O)Cc2ccsc2)c(=O)n(C)c1=O
(10) Cc1cc(Cl)c2oc(C(=O)N(C)Cc3ccon3)c(C)c2c1
(11) Cc1cc(NC(=O)Nc2ccccc2)n(C(C)(C)C)n1
(12) Cc1ccc(N2C(=O)N(CC(=O)Nc3ccc([N+](=O)[O-])cc3)C(=O)C2C)cc1 (configuration not stated)
(13) COC(=O)C[C@@H]1C=C[C@@H](NC(=O)c2ccccc2F)[C@@H](CO)O1
(14) Cc1nc2sc(C(=O)NCc3ccc4c(c3)OCO4)c(N)c2c(C)c1Cl
(15) Cn1c(SCc2nc(-c3ccc(Cl)cc3)no2)nnc1-c1cccs1
(16) O=C(O)C(Cc1c[nH]c2ccccc12)N1C(=O)C2C3c4ccccc4C(c4ccccc43)C2C1=O (configuration not stated)

entry no.	9	10	11	12	13	14	15	16
KLK7 zymogen act	-0.2	0.6	-0.1	0.2	-0.2	-0.7	0.4	0.2
ARFGAP1 inhibitor	-5	4	7	2	5	/	11	-1
PLCb3 inh	2	-7	-3	-4	0	-205	1	-1
NR1D1 modulator	-5	6	-8	-2	-5	8	0	0
PLCg1 inh	-1	5	1	1	-1	-140	8	-2
UHRF1 MBD2 ctr	-1	2	3	1	2	0	1	5
HGIII-sPLA2 inh	0	-5	6	-20	6	12	3	-71
ASAP1 GAP inh	-7	0	-7	3	18	/	12	5
DDE Tn7 FP inh	-1	-5	4	2	-2	3	-5	0
DDE Tn6 FP inh	4	-3	0	-8	2	-2	0	-7

(17) NS(=O)(=O)c1ccc(CCNC(=O)CCCNC(=O)c2ccc(Cl)cc2)cc1
(18) COc1ccccc1NC(=S)NC1CC2CCC1C2 (configuration not stated)
(19) CCN(CC(=O)NCc1cccs1)CC(=O)Nc1cccc(S(N)(=O)=O)c1
(20) O=C1C=C(O)c2[nH]c(=O)ccc2C1=O
(21) Cc1cccc(C(=O)NCc2nnc(SC(C)C(=O)Nc3nnc(C)s3)n2C)c1 (configuration not stated)
(22) Cc1cc(C)nc(SCC(=O)N/N=C/c2cccnc2)n1
(23) Cc1cc(C(=O)O)ccc1-n1c(C)cc(/C=C(/C#N)C(=O)Nc2ccccc2)c1C
(24) CC(C)(C)S(=O)N1Cc2cc(=O)n(Cc3ccccc3)cc2[C@H]1CCO (some centres not stated)

entry no.	17	18	19	20	21	22	23	24
KLK7 zymogen act	0.0	0.1	-0.2	-0.1	0.7	-0.7	0.1	1.0
ARFGAP1 inhibitor	-8	-10	7	-9	-3	14	-3	3
PLCb3 inh	-9	-5	-3	1	-3	-7	-49	-19
NR1D1 modulator	-7	-5	8	1	2	-6	2	-4
PLCg1 inh	0	-1	0	0	1	-5	-41	-10
UHRF1 MBD2 ctr	1	2	-4	10	-2	0	0	1
HGIII-sPLA2 inh	6	14	3	-4	7	3	-13	17
ASAP1 GAP inh	2	-1	-1	-11	5	7	-8	-5
DDE Tn7 FP inh	1	2	0	5	6	1	3	6
DDE Tn6 FP inh	-3	3	-5	8	1	5	13	8

3 entries already listed, ordered by the number in NR1D1 modulator, descending.
entry | structure | KLK7 zymogen act | ARFGAP1 inhibitor | PLCb3 inh | NR1D1 modulator | PLCg1 inh | UHRF1 MBD2 ctr | HGIII-sPLA2 inh | ASAP1 GAP inh | DDE Tn7 FP inh | DDE Tn6 FP inh
23 | Cc1cc(C(=O)O)ccc1-n1c(C)cc(/C=C(/C#N)C(=O)Nc2ccccc2)c1C | 0.1 | -3 | -49 | 2 | -41 | 0 | -13 | -8 | 3 | 13
24 | CC(C)(C)S(=O)N1Cc2cc(=O)n(Cc3ccccc3)cc2[C@H]1CCO (some centres not stated) | 1.0 | 3 | -19 | -4 | -10 | 1 | 17 | -5 | 6 | 8
22 | Cc1cc(C)nc(SCC(=O)N/N=C/c2cccnc2)n1 | -0.7 | 14 | -7 | -6 | -5 | 0 | 3 | 7 | 1 | 5

Remaining list, next part
(25) O=C1CC(NS(=O)(=O)c2cccs2)CN1c1ccc(Cl)cc1 (configuration not stated)
(26) Cc1ccc(CNC(=O)[C@H]2O[C@@H](n3cnc4c(N)ncnc43)[C@H](O)[C@@H]2O)o1
(27) CC(C)c1ccc(NC(=S)N2CCN(Cc3ccccc3)CC2)cc1
(28) CN(C(=O)COC(=O)c1ccc2ccccc2n1)c1ccccc1
(29) COC(=O)c1ccccc1NS(=O)(=O)c1ccc(O)c(C(=O)O)c1
(30) COc1ccc(/C=C(\C#N)C(=O)N2CCOCC2)cc1Br
(31) CCCCNC(=O)C1(C)CCCCN1C(=O)c1ccc2ccccc2n1 (configuration not stated)
(32) CC(/C=N/NC(=O)c1ccc2nc(C)[nH]c2c1)=C\c1ccccc1

entry no.	25	26	27	28	29	30	31	32
KLK7 zymogen act	-0.2	0.0	0.1	-0.9	-0.5	-0.2	-0.1	-0.3
ARFGAP1 inhibitor	1	-15	3	2	15	-2	4	1
PLCb3 inh	-1	-2	3	-2	-7	4	-3	1
NR1D1 modulator	2	0	-3	5	-1	7	-3	-1
PLCg1 inh	5	2	2	6	-2	-2	1	1
UHRF1 MBD2 ctr	2	1	-2	-1	0	1	3	-2
HGIII-sPLA2 inh	7	0	4	-1	-18	1	14	0
ASAP1 GAP inh	-17	1	-1	-3	6	0	0	-3
DDE Tn7 FP inh	0	-4	1	0	8	-1	-2	3
DDE Tn6 FP inh	-7	-9	-7	-3	15	4	2	2

(33) CC(C)N(Cc1ccccc1)C(=O)COC(=O)c1cnccn1
(34) COC(=O)c1ccc(NC(=O)CCNS(=O)(=O)c2cccc3nonc23)cc1
(35) N#Cc1nc2ccccc2n1OCc1ccccc1
(36) Cc1ccc(C(CNS(=O)(=O)c2ccc(Br)cc2)N2CCN(C)CC2)cc1 (configuration not stated)
(37) O=C(Nc1ccon1)c1nc[nH]c1C(=O)NCc1ccccc1
(38) CCc1ccc(-n2cc(-c3ccc(F)cc3)[n+]3c2SCCC3)cc1
(39) Cc1cc(C)c(Cn2c(=O)n(CCCC(=O)NCc3ccco3)c(=O)c3sccc32)c(C)c1
(40) NNC(=S)Nc1ccc(OC(F)(F)F)cc1

entry no.	33	34	35	36	37	38	39	40
KLK7 zymogen act	0.2	0.3	-0.1	0.0	0.0	0.0	0.3	0.3
ARFGAP1 inhibitor	6	6	-14	1	-4	-2	5	-1
PLCb3 inh	-8	-1	-6	4	-2	4	3	-11
NR1D1 modulator	-5	-5	-8	-3	3	2	16	5
PLCg1 inh	6	-1	-1	-1	-1	1	1	-1
UHRF1 MBD2 ctr	4	1	1	-2	1	1	0	-2
HGIII-sPLA2 inh	6	-4	0	-36	10	1	1	6
ASAP1 GAP inh	0	-2	0	-4	6	-9	7	3
DDE Tn7 FP inh	4	-2	0	1	-1	-1	-1	-2
DDE Tn6 FP inh	-6	-11	4	2	-5	4	3	3

(41) O=C(Cc1cn(Cc2cccc(Cl)c2)c2ccccc12)N1CCCCCC1
(42) Oc1oc(C=Nc2ccc(F)cc2F)c2ccccc12
(43) COc1ccccc1N1CCN(/N=C/c2cccc(OC)c2OC)CC1
(44) Cc1cc(Br)c(Cl)cc1NC(=O)CN1C(=O)C2C3CC(c4ccccc4)C(C3)C2C1=O (configuration not stated)
(45) CCC(=O)N1CCCC(C)(C(=O)Nc2ccc(C)c(C)c2)C1 (configuration not stated)
(46) O=C1[C@@H](Oc2ccccc2)[C@@H](c2ccccc2)N1c1ccccc1
(47) Cc1ccc(C(=O)CCC(=O)N2CCN(C/C=C/c3ccccc3)CC2)cc1
(48) CCOC(=O)c1c(C)c(C(=O)Nc2ccc(F)cc2)c(C)n1C
(49) CC1CCc2cccc3c2N1c1cc(C#N)c(C#N)cc1O3 (configuration not stated)
(50) O=C(c1ccccc1)N1CCC(O)(c2ccc3c(c2)OCO3)CC1

entry no.	41	42	43	44	45	46	47	48	49	50
KLK7 zymogen act	0.0	0.4	0.9	0.0	-0.2	-0.2	-0.1	0.1	-0.4	0.0
ARFGAP1 inhibitor	-2	2	6	6	4	-1	-2	-3	1	0
PLCb3 inh	0	0	-6	8	0	-1	-2	3	-25	1
NR1D1 modulator	-1	2	2	2	-3	9	3	1	4	4
PLCg1 inh	3	-2	2	6	2	-2	-3	13*	-22	-2
UHRF1 MBD2 ctr	-1	-2	-1	1	-1	22*	1	20	-3	0
HGIII-sPLA2 inh	-72	-1	4	-6	-2	0	4	1	7	5
ASAP1 GAP inh	2	0	10	7	-4	-3	-2	2	27*	-4
DDE Tn7 FP inh	-4	0	-4	-4	-4	2	-1	-6	-9	9
DDE Tn6 FP inh	-6	-3	2	-11	8	4	6	-2	-1	2

Screen by screen, from the results shown.
KLK7 zymogen act, entries 8–17, in order: 0.2, -0.2, 0.6, -0.1, 0.2, -0.2, -0.7, 0.4, 0.2, 0.0
ARFGAP1 inhibitor, entries 8–17, in order: 4, -5, 4, 7, 2, 5, /, 11, -1, -8
HGIII-sPLA2 inh, entries 8–17, in order: -9, 0, -5, 6, -20, 6, 12, 3, -71, 6

Single records, from the list above. Values in the order: KLK7 zymogen act | ARFGAP1 inhibitor | PLCb3 inh | NR1D1 modulator | PLCg1 inh | UHRF1 MBD2 ctr | HGIII-sPLA2 inh | ASAP1 GAP inh | DDE Tn7 FP inh | DDE Tn6 FP inh
Oc1oc(C=Nc2ccc(F)cc2F)c2ccccc12 across the screens: 0.4 | 2 | 0 | 2 | -2 | -2 | -1 | 0 | 0 | -3
Cc1cc(Br)c(Cl)cc1NC(=O)CN1C(=O)C2C3CC(c4ccccc4)C(C3)C2C1=O (configuration not stated) across the screens: 0.0 | 6 | 8 | 2 | 6 | 1 | -6 | 7 | -4 | -11

Source: PubChem BioAssay (several laboratories)
